Dyrk1A ADPGlo: Dyrk1A (rat) kinase inhibition | 0.43% of 310,000 active | AID 504441 | Q63470 | inhibition, % at 12.5 µM | ADP-Glo luminescence, NFATc1 peptide; in the data active = inhibition above about 50%;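 note: plate controls were vehicle with enzyme for no effect and no enzyme for full effect; many of its hits are not listed in these tables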
GSK3B inh: inhibitors of human GSK3beta kinase | P49841 | GST-GSK3beta kinase, ADP-Glo luminescence, 60 min; stronger effect = lower value | activity score (negative = inhibition), % at 10 µM | 0.038% of 300,000 active;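 active = more than half of replicate wells score below -50%, meaning over 50% inhibition versus plate controls; inconclusive = some replicates but at most half score below -50%; inactive = no replicate scores below -50%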;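 note: 0% = median DMSO wells and -100% = median GW8510 positive control wells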
Target sequence (P49841 whole entry, looked up): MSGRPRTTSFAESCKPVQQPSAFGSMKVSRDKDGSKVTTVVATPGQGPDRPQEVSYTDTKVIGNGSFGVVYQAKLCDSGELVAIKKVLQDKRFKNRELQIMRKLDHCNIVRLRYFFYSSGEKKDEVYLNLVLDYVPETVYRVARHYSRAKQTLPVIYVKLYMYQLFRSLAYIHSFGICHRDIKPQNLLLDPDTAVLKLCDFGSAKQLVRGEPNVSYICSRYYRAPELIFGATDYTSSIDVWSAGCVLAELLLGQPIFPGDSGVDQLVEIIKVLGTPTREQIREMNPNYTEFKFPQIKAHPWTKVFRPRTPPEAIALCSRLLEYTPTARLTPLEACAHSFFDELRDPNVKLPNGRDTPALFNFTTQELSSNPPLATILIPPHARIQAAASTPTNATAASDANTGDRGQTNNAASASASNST
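Assay system: GST-fused GSK3beta enzyme, cell-free / Medium: Tris pH 7.5 buffer with MgCl2, DTT, BSA, heparin / Also added: peptide substrate plus 25 µM ATP (final) / Compound: 10 µM single point / Timing: kinase reaction with compound 60 min at room temperature / Detection: ADP-Glo luminescence / Benchmarks: DMSO neutral wells and GW8510 at 20 µM as positive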
IEC-6 tox: kills IEC-6 intestinal cells in KLF5 counter-screen | 0.78% of 290,000 active | inhibition, % at 5 µM | IEC-6 cytotoxicity, luminescence viability | AID 1825; in the data active = inhibition above about 22%;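 note: 0% = plate median of test compound wells and 100% = cytotoxic reference compound wells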
HSF1 activator: increases HSF-1 driven luciferase reporter signal | NIH3T3-HGL HSF-1 luciferase reporter, MG132, 8 h; 100% = twice DMSO control signal | activation, % at 9 µM | 1.7% of 300,000 active | AID 504408;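 active = mean replicate activation of at least 50% with a set share of replicates each reaching 50%; inconclusive = only one of those two conditions met; inactive = mean below 50% and too few replicates reaching it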;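 note: 0% = median of the neutral control wells and 100% = twice that signal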
Platelet DG rel: modulates dense granule release in human platelets. human platelet-rich plasma, SFLLRN dense granule ATP release, luminescence. inhibition, %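 (compounds screened at 7.5 µM in platelet-rich plasma)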. 0.22% of 300,000 active. AID 1663;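 active = mean replicate score, as percent of positive control, at or above 50; inconclusive = mean below 50 but at least one replicate at or above 50; inactive = mean and every replicate below 50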
aSyn UTR inh: 5' untranslated region of α-synuclein, MLPCN primary screen | inhibition, % (tested at 7.5 µM) | 0.82% of 300,000 active | alpha-synuclein 5'UTR reporter, inhibitor activity | AID 1813; in the data active = inhibition above about 60%; inconclusive = no clear call, values can overlap the other calls;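 note: H4 neuroglioblastoma cells stably carrying SNCA 5'UTR luciferase fusion; 0% = DMSO wells and 100% = positive control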
GSK3 alpha inh: blocks human GSK-3 alpha kinase. P49840. ADP-Glo luminescence, 60 min. inhibition, % at 10 µM. 0.1% of 320,000 active;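 in the data active = inhibition above about 50%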;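 note: GST-tagged GSK-3 alpha with peptide substrate and 25 µM ATP; 0% = DMSO neutral wells and 100% = GW8510 positive control wells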
Target sequence (P49840 whole entry, looked up): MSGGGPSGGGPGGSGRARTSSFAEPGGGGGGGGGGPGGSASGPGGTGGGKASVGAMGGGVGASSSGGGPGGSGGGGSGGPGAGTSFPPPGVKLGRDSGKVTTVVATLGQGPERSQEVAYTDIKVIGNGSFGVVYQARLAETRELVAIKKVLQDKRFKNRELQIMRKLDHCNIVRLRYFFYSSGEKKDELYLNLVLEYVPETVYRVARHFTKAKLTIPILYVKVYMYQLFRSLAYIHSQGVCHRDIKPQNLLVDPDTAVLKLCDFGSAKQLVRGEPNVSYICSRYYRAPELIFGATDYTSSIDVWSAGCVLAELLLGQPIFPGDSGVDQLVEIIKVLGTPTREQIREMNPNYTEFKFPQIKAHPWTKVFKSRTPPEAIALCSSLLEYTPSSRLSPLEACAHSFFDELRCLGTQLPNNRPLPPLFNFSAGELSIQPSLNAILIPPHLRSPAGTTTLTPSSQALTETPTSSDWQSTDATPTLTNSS
HSF1 inhib: HSF1 inhibition; NIH3T3-HGL HSE-luciferase, MG132-induced, luminescence 8 h; stronger effect = lower value; activity change, negative = inhibition, % at 7.5 µM (by protocol); 0.77% of 300,000 active;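 active = more than half of replicate wells show activity change below -50%, luminescence cut by over half; inconclusive = some wells, but at most half, below -50%; inactive = no replicate well below -50%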;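 note: luciferase reports HSF-1 transcriptional activity via heat shock element; 0% = median of DMSO wells and -100% = zero luminescence signal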
HSP90 inh: blocks HSP90-mediated luciferase refolding in reticulocyte lysate; inhibition, % at 5.6 µM; Rabbit reticulocyte lysate, luciferase refolding luminescence, 3 h; 0.91% of 290,000 active; AID 1789;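 active = inhibition above the screen-wide mean plus 3 SD, computed separately per campaign, cut at about 16% in these data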;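 note: 0% = DMSO wells and 100% = 60 µM geldanamycin wells; inhibitors lower the luminescence because luciferase stays unfolded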
KLF5 inh: inhibitors of KLF5 expression | 0.23% of 290,000 active | DLD-1 KLF5 promoter-luciferase reporter, luminescence | AID 1700 | inhibition, % at 5 µM;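 active = inhibition above a per-plate limit of that plate's mean compound inhibition plus 3 SD, cut at about 60% in these data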;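 note: 0% = DMSO wells and 100% = LY294002 at 200 µM; higher means less KLF5 promoter-driven luciferase light; inactives centre near -14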
Starred values were filed as active, the others as inactive; ? = inconclusive; nt = not tested or not shown. Only part of the results is shown. The share of hits here may be higher or lower than overall.

SMILES	Dyrk1A ADPGlo	GSK3B inh	IEC-6 tox	HSF1 activator	Platelet DG rel	aSyn UTR inh	GSK3 alpha inh	HSF1 inhib	HSP90 inh	KLF5 inh
COc1ccc2cc(C3CC(c4ccco4)=NN3S(=O)(=O)c3ccccc3)c(Cl)nc2c1 (stereo unspecified)	5.9	-2.5	-3.9	-0.6	-2.4	-14.2	11.3	-4.3	-3.3	-13.0
O=C(NNc1ncccc1-n1cccc1)c1ccc(Cl)cc1	nt	6.7	-4.6	-4.7	3.2	-11.6	-3.6	-6.3	-1.1	15.3
Cc1ccc(C)c(NC(=O)Cn2nnc(C(=O)Nc3c(C)cccc3C)c2N)c1	4.4	1.7	0.3	-11.1	nt	34.4	-5.0	-0.4	2.5	15.8
COc1cccc(C(CC(=O)O)NS(=O)(=O)c2ccc3c(c2)N(C(C)=O)CC(C)O3)c1 (stereo unspecified)	-5.0	1.3	-3.0	2.7	-15.5	-12.3	-0.6	-10.0	0.1	-21.4
CCc1nc(SCc2ccc(C(=O)OC)o2)n[nH]1	-1.9	-17.6	-3.4	5.3	2.1	-5.8	1.3	-6.3	-1.6	-26.5
O/N=C/c1ccc(-c2cc(Cl)ccc2Cl)o1	5.8	-14.2	9.8	-13.8	-4.8	8.0	-1.0	-18.6	1.9	-17.3
COc1ccc2oc(=O)cc(-c3cc4cccc(OC)c4o3)c2c1	3.6	-3.1	-2.9	-6.0	0.0	37.9	-0.1	-3.8	-2.4	-13.3
Cc1nn(CC(=O)NCCCN2CCCCC2)c(=O)c2cc(-c3ccccc3)nn12	2.0	4.5	6.8	2.5	9.1	-2.2	-2.3	-0.9	0.2	-53.2
COc1ccc(NC(=O)CC(NC(C)c2ccccc2)C(=O)O)cc1 (stereo unspecified)	1.7	0.7	-3.7	11.4	-14.9	-21.9	2.8	2.9	-1.8	-2.9
CN1C(=O)CC(N2CCC(c3nc4ccccc4[nH]3)CC2)C1=O (stereo unspecified)	12.4	0.2	2.6	0.1	0.4	-13.6	nt	-3.8	1.9	-36.8
CCN(CC)S(=O)(=O)c1ccc(S(=O)(=O)N2CCCC2)cc1	-1.3	4.7	-1.0	3.3	-3.8	-5.2	0.1	-1.9	-2.1	-0.1
COC1CCCCC1NS(=O)(=O)c1ccc(Cl)cc1 (stereo unspecified)	3.6	0.8	6.3	4.1	-2.9	2.6	-0.7	3.0	2.5	-6.8
Clc1cccc(Cl)c1Cn1cnc(=NCc2ccco2)c2[nH]cnc21	2.7	-0.1	3.5	3.1	10.0	24.0	1.4	0.7	-0.8	-7.2
COc1ccc(C(=O)NCCN2CCOCC2)c(OC)c1OC	nt	0.2	-3.4	-1.3	-1.2	10.0	-2.5	-4.2	-1.4	-35.8
CC1=C(C(=O)Nc2ccccc2C(=O)NC2CCCCC2)SCCO1	-2.0	1.7	2.8	31.4	2.1	-0.4	12.0	15.5	-4.3	-6.3
Cc1ccc(-c2c(C)nn3c(N4CCOCC4)cc(C)nc23)cc1	-3.1	1.0	-3.6	-7.2	-7.5	-11.5	0.1	-6.4	-0.9	6.7
O=C(CCCN1C(=O)c2ccccc2C1=O)Nc1nccs1	-3.0	-0.2	1.4	4.7	-3.8	-25.6	1.8	-7.2	-2.7	-7.6
CCC(=O)N1CCN(c2cc(NCC3CCCO3)c(F)cc2[N+](=O)[O-])CC1 (stereo unspecified)	nt	-2.2	3.1	-7.6	9.7	-25.2	37.6	-0.6	-3.5	-8.1
COc1cccc(C(=O)n2ccc(-c3cccs3)n2)c1	3.3	0.4	-6.4	4.8	-12.1	2.6	0.0	-9.7	-2.0	0.2
Cc1ccccc1CSc1nnc(C)n1N	2.0	1.6	0.5	-10.5	-9.5	-9.6	0.3	-4.2	-0.2	-4.5
O=C(OCC(=O)N1CCCc2ccccc21)c1ccc(F)c(S(=O)(=O)N2CCOCC2)c1	-0.5	1.2	nt	-9.3	21.5	12.6	0.6	1.6	nt	nt
CCC(C(=O)NC1CCCCCC1)n1nc(C)c2c(C)n(-c3ccccc3)nc2c1=O (stereo unspecified)	2.3	-3.1	1.9	5.6	-6.6	11.5	-1.5	1.7	3.6	-15.2
COc1cc(/C=N/NC(=O)c2sc(N)c(C#N)c2C)cc(Br)c1O	6.0	-10.6	-2.1	9.4	13.2	5.7	61.8*	6.5	-3.4	-30.0
COc1ccc(CNC(=O)CCCNC(=O)c2ccc(Cl)cc2)cc1OC	-3.0	-0.3	-9.4	-60.7	-2.9	12.5	0.1	-44.5	-3.6	-45.6
CC(C)=CCC/C(C)=C/C(=O)O	4.4	0.2	nt	-0.4	-4.2	14.1	-1.5	-4.1	nt	nt
COc1ccc(N2CCN(C(=O)Cc3ccc(OC)c(OC)c3)CC2)cc1	-7.0	-0.4	-9.9	-0.5	-5.4	8.9	-1.3	0.7	-4.8	-51.9
CC(C)CC(=O)Nc1nnn(C)n1	3.7	0.0	-5.6	-2.1	1.6	18.8	2.0	-5.9	-0.4	-15.0
C=CCN1C(=O)/C(=C2/Sc3ccc(OC)cc3N2C)SC1=Nc1cccc(O)c1	-0.9	0.7	11.4	22.2	2.7	12.5	-1.3	-2.4	0.1	-9.0
CCCCn1c(N)c(N(CCOC)C(=O)c2ccc3c(c2)OCCO3)c(=O)[nH]c1=O	5.8	-0.8	nt	9.9	11.0	4.9	-4.7	-6.2	nt	nt
Cc1ccccc1N1C(=O)C2C3C=CC(C2C1=O)N(C)C3=O (stereo unspecified)	-5.2	-3.3	-1.8	1.1	14.0	6.6	0.2	0.8	-0.9	-1.1

Further compounds:
SMILES	Dyrk1A ADPGlo	GSK3B inh	IEC-6 tox	HSF1 activator	Platelet DG rel	aSyn UTR inh	GSK3 alpha inh	HSF1 inhib	HSP90 inh	KLF5 inh
O=C(NCC1CCS(=O)(=O)C1)NCC1CCS(=O)(=O)C1 (stereo unspecified)	6.3	-4.2	2.4	-1.7	19.7	22.3	1.3	-12.0	1.6	9.8
CCOC(=O)c1c(NC(=O)/C=C/c2ccc(C)o2)sc(C)c1C	30.4	0.6	-7.3	8.9	-8.7	-108.1	-0.4	-0.1	-0.7	0.1
Cc1nc(-c2ccc(NC(=O)c3ccccc3)cc2)cs1	5.3	-1.6	4.5	48.0	30.5	-13.3	2.4	14.3	20.6*	20.6
Clc1ccccc1OCc1nnc(-c2ccccc2)o1	-9.5	2.1	-5.8	?	-1.3	-109.4	1.5	35.2	-2.0	-72.5
COc1cc(S(=O)(=O)NCc2ccccn2)c(OC)cc1Cl	29.0	2.7	6.0	-5.0	-5.2	8.2	-2.1	3.6	4.4	1.2
CCC(CC)N1CCN(CCc2ccccc2)C(CCO)C1 (stereo unspecified)	-5.8	-2.5	-0.8	1.1	5.0	-5.7	-1.1	-6.2	-4.1	1.1
O=C(c1ccccc1)c1ccc(-n2ccnc2)c([N+](=O)[O-])c1	20.6	nt	1.1	21.5	-3.9	-19.9	0.3	6.0	0.3	9.9
Cc1ccc(O)c(N=CC2=C(O)c3ccccc3C2=O)c1	9.4	-0.8	4.4	10.0	19.9	-156.2	0.7	5.7	10.9	-212.2
Cc1ccc(C)c(OCC(=O)Nc2ccccc2C(=O)N2CCN(C)CC2)c1	2.7	-3.4	-6.7	8.4	7.0	-0.5	0.0	-1.6	-3.3	-21.4
CSc1ccc(S(=O)(=O)N2CCC(C(=O)NCCc3ccccc3)CC2)cc1	-0.7	1.4	-8.9	-11.4	-2.9	-7.2	1.7	9.3	-3.7	-44.4
CC(C)NC(=O)C1CC(=O)N(C(C)c2ccccc2)C1 (stereo unspecified)	5.2	0.7	-2.0	-3.7	-11.8	14.6	-0.7	2.1	0.5	-34.4
COC(=O)c1cc(C#N)c(=O)[nH]c1C	-2.9	0.5	-0.6	-9.6	2.4	9.2	-2.3	0.1	-1.3	-2.4
COCCn1c(C)c(C)c2c(NCCc3ccccc3)ncnc21	0.1	1.9	-13.2	-75.5	-7.1	34.2	-0.8	-73.5*	59.6*	-65.2
COc1ccc(C2=C(N)c3ccccc3C2=O)cc1	nt	-2.4	2.7	45.3	0.4	-7.3	0.0	26.6	-2.8	-86.6
COC(=O)CNC(=O)COC(=O)c1ccc(Cl)nc1	nt	8.1	4.0	4.0	-1.9	16.4	-1.2	-2.7	8.8	-5.0
CCCCc1c(O)nc(SCC(=O)Nc2ccc(C)cc2)n(-c2ccc(OC)cc2)c1=O	3.1	0.5	-0.9	-0.3	-44.1	5.1	-2.6	5.2	1.6	4.4
COc1ccc(C(=O)/C=C/C(=O)N(CC(=O)NC2CCCCC2)Cc2ccccc2OC)c(O)c1	-1.9	-0.7	-3.9	37.9	21.3	-36.2	nt	15.2	-6.2	-21.1
COC(=O)C1CCN(C(=O)C2CCN(C(=O)[C@@H](NS(=O)(=O)c3ccc(C)cc3)C(C)C)CC2)CC1	12.5	1.6	-1.5	-4.6	-3.6	7.1	-1.8	2.5	-1.3	-3.3
C=CCn1c(SCC(=O)Nc2ccc(C(=O)OCC)cc2)nnc1-c1cccs1	-5.6	-5.4	1.5	-33.4	0.5	7.8	-1.4	-17.1	4.0	15.3
CCc1nnc(NC2=NCCC2)s1	4.4	nt	2.9	-24.5	-3.3	9.3	0.7	-3.5	1.3	-29.4
NC(=O)c1cn(-c2ccccc2)nc1-c1cccnc1	6.6	1.6	2.8	12.0	0.6	7.0	-2.1	-5.0	1.9	-12.9
Cc1cc(NC(=O)C2CCCCC2)ccc1NC(=O)c1ccccc1Cl	-1.0	0.1	-5.3	2.5	-2.5	-3.3	-1.8	3.4	0.2	-9.0
Cc1ccccc1OCC1Cc2c(nc(N)c(C#N)c2N)O1 (stereo unspecified)	12.0	nt	2.2	nt	nt	nt	-0.7	nt	0.2	-30.7
Cn1cccc1/C=C1\SC(=S)N(NC(=O)c2ccccc2)C1=O	-1.6	nt	4.5	nt	nt	nt	0.0	nt	-1.6	-9.6
CCOC(=O)/C(C#N)=N/Nc1ccc(S(=O)(=O)N2CCc3ccccc32)cc1	-1.5	0.8	8.5	11.4	3.4	15.2	-3.1	0.6	1.8	-3.1
O=C(CSc1ccccc1)NCc1ccccc1	15.8	3.4	-0.2	6.6	-1.3	-68.5	-0.6	8.2	-0.8	-39.0
Cc1ccc(C(=O)CCC(=O)NC2CCCC(C)C2C)cc1 (stereo unspecified)	nt	2.5	-2.0	12.0	-4.0	8.1	-2.3	-1.9	-1.1	-38.8
Cc1ccc(S(=O)(=O)N2CCN(C(=O)CSc3nccn3C)CC2)cc1	-1.5	-1.6	-6.6	-3.4	13.8	-4.0	-2.2	-6.0	-4.2	-44.3

Compound activity as filed in PubChem BioAssay.
